RAM inhibit = inhibitors of the yeast RAM network | S. cerevisiae dse1pr::URA3 reporter, 5-FOA growth OD615, 2 d; analog-sensitive cbk1-as2 kinase mutant strain | inhibition, % at 50 µM | hit rate 1.8% among 190,000;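 active means inhibition above a set limit, 3 SD over mean compound inhibition, cut at about 8.4% in these data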;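 further: 0% = DMSO-only wells with no growth and 100% = 10 µM 1-NA-PP1 full growth; inhibition rescues growth on 5-FOA so higher OD means more RAM inhibition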
APP 5'UTR act = APP 5'UTR luciferase reporter activation; activation, % at 2 µM; hit rate 1% among 190,000; SH-SY5Y APP 5'UTR luciferase reporter, luminescence; zero percent = DMSO vehicle wells;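 active means activation above a set limit, based on mean plus 3 SD of controls, cut at about 140% in these data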; further: values of inactives mirror those of a sister screen read the other way
STAT3 activator = increases IL-6 driven STAT3 reporter signal; U3A cells, IL-6 STAT3-luciferase reporter, luminescence; 100% = signal with IL-6 EC80 alone; activation (% of control), % at 5.6 µM; hit rate 0.91% among 190,000;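 active means activation above the screen-wide mean of compound activation plus 3 SD, cut at about 130% in these data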;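 further: 0% = background luminescence of wells with medium and substrate only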
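system = STAT3-luciferase reporter U3A cells | reagent = IL-6 stimulus at 33 ng/mL final | timing = 1 h compound pre-exposure, 6 h IL-6 stimulation, 37 °C | measured by = luminescence | evaluation = % activation versus median of IL-6-stimulated wells | control set = IL-6-only wells as 100% reference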
FLuc inh counter = Photinus pyralis luciferase inhibition counter-screen. ATPLite firefly luciferase biochemical luminescence, 10 min. hit rate 1.5% among 200,000. AID 1006. P08659. inhibition, % at 10 µM;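 active means inhibition above about 50% when tested at 10 µM, limit read from the data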
Target sequence (P08659 whole entry, looked up): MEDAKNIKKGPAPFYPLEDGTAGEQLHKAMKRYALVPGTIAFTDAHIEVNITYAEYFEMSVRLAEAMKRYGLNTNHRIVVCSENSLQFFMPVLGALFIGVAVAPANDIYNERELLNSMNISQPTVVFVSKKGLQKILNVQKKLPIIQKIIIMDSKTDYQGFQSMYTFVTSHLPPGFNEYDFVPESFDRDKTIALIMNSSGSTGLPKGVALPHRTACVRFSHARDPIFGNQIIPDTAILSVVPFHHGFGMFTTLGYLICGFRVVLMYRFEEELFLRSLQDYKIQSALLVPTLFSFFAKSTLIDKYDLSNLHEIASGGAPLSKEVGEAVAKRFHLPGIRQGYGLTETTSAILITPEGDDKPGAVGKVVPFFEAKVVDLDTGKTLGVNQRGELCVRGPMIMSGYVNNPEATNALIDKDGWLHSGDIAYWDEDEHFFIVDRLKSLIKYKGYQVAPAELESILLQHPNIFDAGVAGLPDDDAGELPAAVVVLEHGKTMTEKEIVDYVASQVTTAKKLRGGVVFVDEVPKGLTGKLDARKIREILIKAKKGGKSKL
STAT1 inh = STAT1 signaling inhibition. NIH 3T3 STAT1-luciferase reporter, IFN-gamma, luminescence. inhibition, % at 5.5 µM. hit rate 0.35% among 200,000. AID 920;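 active means inhibition above a set limit, the mean inhibition across all tested compounds plus 3 SD, cut at about 34% in these data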;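 further: 0% = IFN-gamma with DMSO and 100% = IFN-gamma with 300 µM nifuroxazide; values of inactives mirror those of a sister screen read the other way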
STAT3 inh = STAT3 signaling inhibition; U3A cells, IL-6 STAT3-luciferase reporter, luminescence; host cell line lacks STAT1; inhibition, % at 5.5 µM; hit rate 0.89% among 190,000;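 active means inhibition above the mean inhibition across all screened compounds plus 3 SD, cut at about 44% in these data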;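 further: 0% = DMSO only wells and 100% = 100 µM nifuroxazide control wells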
Hsp70 act = switches on Hsp70 transcription. HeLa Hsp70 promoter luciferase reporter, luminescence; scaled: vehicle 0, proteasome-inhibitor control 100%. activation, % at 10 µM. hit rate 0.04% among 200,000;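 active means activation above the mean across all tested compounds plus 3 SD, cutoff set per campaign, cut at about 5.5% in these data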;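 further: 100% = MG132 at 30 µM as the positive control and 0% = DMSO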
STAT1 activator = activators of IFN-gamma induced STAT1 signaling | NIH 3T3 STAT1-luciferase reporter, luminescence; 100% = IFN-gamma alone, no compound | activation (% of control), % at 5.5 µM | hit rate 2.6% among 200,000 | AID 932;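 active means activation above the screen-wide mean activation plus 3 SD, cut at about 130% in these data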;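 further: raw ratio to IFN-gamma control signal so 100% means no change and 0% no light; values of inactives mirror those of a sister screen read the other way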
NF-kB neuron act = raises NF-kB expression in human neuronal cells. NF-kB reporter expression; hits give high values. hit rate 1.6% among 190,000. fold change at 12.5 µM; in the data active means fold change above about 3.3
APP transl inh = APP translation inhibition | inhibition, % at 2 µM | SH-SY5Y APP 5'UTR-luciferase reporter, luminescence | AID 1285 | hit rate 0.82% among 190,000;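 active means inhibition above a set limit, derived from the sample mean plus 3 SD, cut at about 45% in these data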; further: values of inactives mirror those of a sister screen read the other way
* = called active by the depositor; . = no result given.

cpd	Molecule	RAM inhibit	APP 5'UTR act	STAT3 activator	FLuc inh counter	STAT1 inh
1	CC(C)Oc1cccc(C(=O)Nc2ccc(NC(=O)c3ccco3)cc2)c1	6.6	-1	92	0	3
2	CCCc1ccc(OCCNC(C)=O)cc1	0.8	6	103	.	-18
3	CCC(=O)Nc1cccc(-c2nc3ccccc3o2)c1	3.0	-13	95	0	-10
4	CCN(CC)S(=O)(=O)c1ccc(N2CCOCC2)c(NC(=O)Cc2ccc(Cl)cc2)c1	5.0	8	94	-7	2
5	CC(C)Oc1ccc(C2NC(=O)NC2=O)cc1 (stereo unspecified)	0.9	13	96	0	1
6	COc1ccccc1Nc1nc(Cl)c(C=O)s1	2.7	38	113	3	-20
7	CN(Cc1cccs1)C(=O)Cc1csc(-c2ccccc2)n1	1.6	34	117	4	-23
8	COc1ccc(C)cc1-n1nnnc1SCc1cc(=O)n2cc(C)ccc2n1	4.3	-1	78	2	19
9	COC(=O)c1cc(OC)c(OC)cc1NC(=S)N1CCN(C/C=C/c2ccccc2)CC1	1.8	-15	103	-7	2
10	CCOC(=O)c1[nH]c(C)c(/C(O)=C2\C(=O)C(=O)N(CCN3CCOCC3)C2c2cccs2)c1C (stereo unspecified)	0.8	-23	97	-4	4
11	CC1CCN(Cc2ccc(-c3nn[nH]n3)cc2)CC1	3.0	6	102	-3	9
12	CC(C)(C)NC(=O)CSc1nc(O)cc(=O)[nH]1	-0.4	-4	106	-2	4
13	Cc1nnc(SCC(=O)Nc2ccc(Cl)cn2)s1	0.0	-6	104	-4	-7
14	CCCC(C)n1[nH]c(=O)c2c(C)cc(C)nc21 (stereo unspecified)	1.7	16	103	-2	8
15	O=C(Nc1ccc(N2CCN(C(=O)c3ccccc3)CC2)cc1)c1cc2ccccc2o1	1.2	-20	50	-8	0

cpd	STAT3 inh	Hsp70 act	STAT1 activator	NF-kB neuron act	APP transl inh
1	14	-0.2	97	0.83	1
2	-1	0.4	116	1.3	-6
3	8	0.0	109	1.5	13
4	4	-0.5	99	0.82	-8
5	8	0.1	99	0.94	-13
6	-8	0.2	117	0.98	-38
7	-16	0.1	120	2.2	-34
8	32	-0.5	83	0.84	1
9	-1	-0.4	98	1.1	15
10	12	0.1	94	0.97	23
11	2	-0.3	92	1.4	-6
12	-7	-0.2	96	1.2	4
13	-8	-0.4	106	1.1	6
14	2	-0.2	93	0.92	-16
15	63*	-0.4	100	0.74	20

3 entries already listed, ordered by SMILES length, low to high.
cpd	Molecule	RAM inhibit	APP 5'UTR act	STAT3 activator	FLuc inh counter	STAT1 inh
5	CC(C)Oc1ccc(C2NC(=O)NC2=O)cc1 (stereo unspecified)	0.9	13	96	0	1
12	CC(C)(C)NC(=O)CSc1nc(O)cc(=O)[nH]1	-0.4	-4	106	-2	4
9	COC(=O)c1cc(OC)c(OC)cc1NC(=S)N1CCN(C/C=C/c2ccccc2)CC1	1.8	-15	103	-7	2

cpd	STAT3 inh	Hsp70 act	STAT1 activator	NF-kB neuron act	APP transl inh
5	8	0.1	99	0.94	-13
12	-7	-0.2	96	1.2	4
9	-1	-0.4	98	1.1	15

Other records follow.
cpd	Molecule	RAM inhibit	APP 5'UTR act	STAT3 activator	FLuc inh counter	STAT1 inh
16	C/C(=N\O)C(C)/[N+]([O-])=C/c1nc(C)c(C)n1O (stereo unspecified)	.	-4	90	.	3
17	CC1(C)CC(=O)C(C=NCCN2CCN(C(=S)NC3CCCCC3)CC2)=C(O)C1	-1.7	3	96	5	4
18	COc1ccc(OC)c(/C=N\NC(=O)CSc2nnc(CCCc3ccc(OC)c(C)c3)o2)c1	3.4	-3	95	-5	-1
19	CC(C)(C)CC(C)(C)NCC(O)COCCOc1ccc(Br)cc1 (stereo unspecified)	0.9	-1	109	-2	-1
20	Cc1cc(OC(=O)C(C)(C)C)c([N+](=O)[O-])c(=O)[nH]1	1.0	25	103	-4	3
21	Cc1ccccc1Nc1nc(N)nc(CSc2nc3ccccc3s2)n1	2.5	9	97	-5	0
22	Cc1ccccc1OC/C(O)=C(\C#N)c1nc2ccccc2[nH]1	10*	14	100	2	11
23	COc1ccc(C2=NCC(CSc3nnc(-c4ccc5c(c4)OCO5)o3)S2)cc1 (stereo unspecified)	0.9	1	93	8	2
24	CCCCN(C(=O)CN1CCOCC1)c1c(N)n(CC(C)C)c(=O)[nH]c1=O	-0.2	10	95	-4	-7
25	CN(C(=O)c1ccccc1C(=O)OCC(=O)NCc1cccs1)C1CCCCC1	4.0	1	101	-6	4
26	Cc1cccc(NC(=S)NN(Cc2ccccc2)c2ccccc2)c1C	0.9	.	98	-6	3
27	CC(=O)Nc1sc(-c2ccccc2)nc1-c1ccccc1	2.9	2	88	-4	1
28	O=C(Nc1ccccc1)Nc1cc(Cl)cc(Cl)c1	6.0	-4	97	-7	0
29	CCN(CC)C(=O)Cn1cc(/C=C(\C#N)C(=O)N2CCN(c3ccccc3)CC2)c2ccccc21	4.0	14	102	-9	-4
30	Cc1ccc2c(c1)[nH]c1c(=O)n(CCCN3CCOCC3)cnc12	2.9	5	113	-4	7

cpd	STAT3 inh	Hsp70 act	STAT1 activator	NF-kB neuron act	APP transl inh
16	16	-0.6	97	.	4
17	2	-0.3	96	1	-3
18	10	-0.2	101	0.72	3
19	-5	-0.3	101	0.78	1
20	0	-0.1	96	1.3	-25
21	2	-0.5	100	3.1	-9
22	5	-0.3	90	0.91	-14
23	11	-0.3	99	1.2	-1
24	2	-0.4	106	0.92	-10
25	2	-0.2	95	1.1	-1
26	1	-0.4	97	0.96	.
27	16	-0.2	98	1.1	-2
28	9	-0.2	100	0.75	4
29	3	0.2	103	0.92	-14
30	-11	-0.3	93	1.2	-5

As a working copy, part of the list above:
cpd	Molecule	RAM inhibit	APP 5'UTR act	STAT3 activator	FLuc inh counter	STAT1 inh
29	CCN(CC)C(=O)Cn1cc(/C=C(\C#N)C(=O)N2CCN(c3ccccc3)CC2)c2ccccc21	4.0	14	102	-9	-4
30	Cc1ccc2c(c1)[nH]c1c(=O)n(CCCN3CCOCC3)cnc12	2.9	5	113	-4	7

cpd	STAT3 inh	Hsp70 act	STAT1 activator	NF-kB neuron act	APP transl inh
29	3	0.2	103	0.92	-14
30	-11	-0.3	93	1.2	-5

Further structures
cpd	Molecule	RAM inhibit	APP 5'UTR act	STAT3 activator	FLuc inh counter	STAT1 inh
31	O=C(COC(=O)CCC(=O)c1cccs1)Nc1ccccc1[N+](=O)[O-]	-0.5	13	123	-2	-2
32	O=C(c1cccc(S(=O)(=O)N2CCc3ccccc3C2)c1)N1CCN(c2ccccc2)CC1	6.7	-1	97	-3	5
33	COc1cc2cc(CN(CCN3CCOCC3)C(=O)Nc3ccc(F)cc3)c(=O)[nH]c2cc1OC	1.2	8	98	-5	4
34	O=C(Nc1ccc(S(=O)(=O)Nc2ccc(F)cc2)cc1)c1ccc(CN2CCOCC2)cc1	0.9	-15	35	-2	6
35	COc1cc(/C=N/Nc2ccc(C(=O)O)cc2)ccc1O	0.1	89	90	43	27
36	OC(COc1ccc2ccccc2c1)CN1CCN(c2ccc(F)cc2)CC1 (stereo unspecified)	2.2	11	99	-2	0
37	O=C1c2ccccc2C(=O)N1CCC(O)C[N+](=O)[O-] (stereo unspecified)	1.8	1	105	-5	-11
38	O=C(Nc1ncc([N+](=O)[O-])s1)C1CCN(S(=O)(=O)c2cnc[nH]2)CC1	0.3	9	107	2	-11
39	Cc1ccc(C(C(=O)NCc2ccco2)N(C(=O)CNC(=O)c2cccs2)c2ccc(C)cc2)cc1 (stereo unspecified)	7.0	-6	98	-10	1
40	CC(=O)c1ccc(OCC(O)CN2CC(C)OC(C)C2)cc1 (stereo unspecified)	0.1	13	103	-9	0
41	O=C(Nc1ccc(C(F)(F)F)cc1-c1ccccc1)c1ccccc1	2.6	-3	103	-4	8
42	CN(C)CCCNC(=O)c1cc2c3ccccc3n(C)c2s1	0.6	-9	115	-7	-9
43	Nc1nc(SCC(=O)Nc2ccc3c(c2)OCO3)n[nH]1	1.0	11	97	-3	3
44	COc1cc(NC(=O)CCCn2c(=S)[nH]c3ccccc3c2=O)cc(OC)c1OC	2.2	3	98	-2	7
45	O=C(COc1ccccc1[N+](=O)[O-])Nc1ccccc1N1CCCC1	1.7	14	115	-4	1

cpd	STAT3 inh	Hsp70 act	STAT1 activator	NF-kB neuron act	APP transl inh
31	-25	-0.1	101	1.2	-13
32	11	-0.5	95	0.54	1
33	4	-0.4	96	0.99	-8
34	80*	-0.3	92	0.61	15
35	18	0.0	75	3	-89
36	2	-0.3	101	0.97	-11
37	-1	5.1	108	0.98	-1
38	-3	-0.1	110	1.2	-9
39	6	-0.4	99	1.9	6
40	-2	-0.3	102	0.99	-14
41	-8	-0.3	93	1	3
42	-12	0.2	108	1.1	9
43	11	-0.2	96	1.1	-11
44	14	-0.1	93	0.98	-3
45	-12	-0.1	98	0.91	-14

Additional records follow.
cpd	Molecule	RAM inhibit	APP 5'UTR act	STAT3 activator	FLuc inh counter	STAT1 inh
46	Cc1cccnc1NC(=S)NC(=O)c1cncc(Br)c1	1.4	70	101	45	-24
47	O=C(c1ccncc1)N1N=C(C2CCCCC2)CC1(O)C(F)(F)F (stereo unspecified)	-0.6	17	103	-7	-3
48	NS(=O)(=O)c1ccc(N/N=C/c2cn(-c3ccccc3)nc2-c2cccs2)c([N+](=O)[O-])c1	5.4	-1	105	5	-14
49	CSc1cccc(NC(=O)CN(Cc2ccc(Cl)cc2)S(C)(=O)=O)c1	3.0	1	103	-7	-3
50	O=C(CCS(=O)(=O)Cc1ccccc1F)NCCCN1CCCCC1	-0.9	9	101	4	0

cpd	STAT3 inh	Hsp70 act	STAT1 activator	NF-kB neuron act	APP transl inh
46	4	-0.1	122	2.2	-70
47	0	-0.3	102	1	-17
48	-1	-0.4	110	0.97	1
49	3	-0.3	102	0.93	-1
50	6	-0.5	100	1.1	-9
